Bioassay records (PubChem BioAssay)
TbPYK inhibitor: inhibitors of Trypanosoma brucei pyruvate kinase; Q57TT1; TbPYK enzyme, Kinase-Glo Plus ATP luminescence, 45 min; Potency, µM (top dose mostly 76.8 µM), for the others: at the top dose activity, negative = inhibition, usual class: inhibitors; actives 0.12% (n = 410,000); AID 624173; note: potency is the fitted concentration of half-maximal effect; % is set by controls: 0 for no effect and ±100 for the full control effect; nearly all actives have a fitted effect of over 50% in size
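ADP (130 uM final) triggers the TbPYK reaction after compound addition; incubation is 45 min at room temperature. Kinase-Glo Plus is then added and luminescence imaged. Normalized data are fitted to concentration-effect curves.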
AMA1-RON2 inh: disrupts binding of P. falciparum AMA1 to RON2; AlphaScreen AMA1-biotinylated RON2 peptide binding; Potency, µM (series often up to 58.2 µM), for inactives: top-dose activity change, negative = inhibition, actives largely listed as inhibitors; actives 0.2% (n = 360,000); AID 720542;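 note: potency is the fitted concentration of half-maximal effect; 0% = vehicle wells and -100% = peptide control; nearly all actives have a fitted effect of over 45% in size; some results filed as inactive show a strong effect at the top dose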
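AMA1 (3D7) with his tag at 25 nM final met compounds first, then biotinylated RON2 peptide at 25 nM; detection used donor plus acceptor beads, 10 µg/mL apiece, read by AlphaScreen after 30 min at room temperature.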
Shiga inhibitor: inhibitors of Shiga toxin in Vero cells; AID 2315; actives 9.2% (n = 290,000); inhibition, % at 38.7 µM; Vero cells, Shiga toxin protein synthesis inhibition reporter; in the data active = inhibition mostly above about 28%, no sharp cut-off; inactive = mostly below about 43%; note: 0% is about no effect
Pf growth 48h: inhibits P. falciparum growth in the first generation, 48 h; P. falciparum luciferase growth in erythrocytes, 48 h; Potency, µM (top dose mostly 28.7 µM), without a hit: at the highest dose activity change, negative = inhibition, most hits filed as inhibitors; actives 5.9% (n = 310,000); AID 504832; note: potency is the fitted concentration of half-maximal effect; % is set by controls: 0 for no effect and ±100 for the full control effect
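Growth was read as firefly luciferase luminescence after a 48 h, 37 C, 5% CO2 exposure of compounds to reporter-bearing P. falciparum cultures (0.1% parasitemia, 2% hematocrit final) in Albumax-supplemented RPMI 1640.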
Cycloheximide cs: counter-screen for Shiga toxin inhibitors: cycloheximide protein synthesis inhibition | cell reporter, cycloheximide protein synthesis inhibition counterscreen | actives 12% (n = 300,000) | max response, %; in the data active = max response mostly above about 13%, no sharp cut-off; inactive = mostly below about 14%; note: read at 38.3 µM for the half of the compounds with a filed dose; 0% is about no effect
LmPK inhibitor: inhibitors of Leishmania mexicana pyruvate kinase; Q27686; purified LmPK, Kinase-Glo ATP luminescence, 1 h; Potency, µM (titrated, usually from 57.5 µM), for inactives: at the top dose activity change, negative = inhibition, most hits filed as inhibitors; actives 0.37% (n = 290,000); note: potency is the fitted concentration of half-maximal effect; % is set by controls: 0 for no effect and ±100 for the full control effect
Target sequence (Q27686 whole entry, looked up): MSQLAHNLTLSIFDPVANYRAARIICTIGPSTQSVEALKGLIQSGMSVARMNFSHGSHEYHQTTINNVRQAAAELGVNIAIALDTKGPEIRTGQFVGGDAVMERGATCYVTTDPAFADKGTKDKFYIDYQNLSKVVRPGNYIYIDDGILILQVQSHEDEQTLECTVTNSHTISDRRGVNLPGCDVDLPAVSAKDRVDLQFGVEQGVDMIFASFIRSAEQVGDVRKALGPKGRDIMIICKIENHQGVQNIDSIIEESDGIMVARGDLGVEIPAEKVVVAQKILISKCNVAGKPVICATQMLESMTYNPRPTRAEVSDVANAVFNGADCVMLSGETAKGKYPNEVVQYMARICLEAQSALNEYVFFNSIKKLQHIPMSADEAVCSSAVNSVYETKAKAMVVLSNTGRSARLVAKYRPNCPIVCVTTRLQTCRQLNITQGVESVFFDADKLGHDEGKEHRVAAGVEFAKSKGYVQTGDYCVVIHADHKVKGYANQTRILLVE
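Purified LmPK (0.1 nM) converted ADP (0.1 mM) to ATP with PEP (0.5 mM) in imidazole buffer pH 7.2 with KCl and MgCl2, 1 h at room temperature. ATP was read by Kinase-Glo luminescence; data normalized to uninhibited and no-enzyme controls.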
Pf growth 96h: P. falciparum growth inhibition at 96 hours; Potency, µM (doses to about 28.7 µM), without a hit: at the highest dose activity change, negative = inhibition, actives largely listed as inhibitors; AID 504834; P. falciparum luciferase reporter growth, 96 h; actives 6.9% (n = 320,000); note: potency is the fitted concentration of half-maximal effect; % is set by controls: 0 for no effect and ±100 for the full control effect
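Delayed-death screen, second-generation endpoint: infected erythrocytes, 2% hematocrit, 0.05% parasitemia final; 96 hours at 37 C, 5% CO2; luciferase detection reagent; luminescence decrease equals reduced growth.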
Starred values were filed as active, the others as inactive; i = inactive; ? = inconclusive; . = no result given; [ ] = another dose, or the depositor's remark. Unless noted, calls come from the whole dose curve; as a rule, active = well fitted curve in the direction sought with a large enough effect; inconclusive = small, poorly fitted or top-dose-only effect, or another doubt; inactive = no such curve, though single readings can be large; an effect the other way counts as inactive or inconclusive.

canonical_smiles | TbPYK inhibitor | AMA1-RON2 inh | Shiga inhibitor | Pf growth 48h | Cycloheximide cs | LmPK inhibitor | Pf growth 96h
CN1CCN(C(CNC(=O)C(=O)Nc2ccc3c(c2)OCCO3)c2ccc(F)cc2)CC1 (centres undefined) | 0.8% | 15.2% | . | ? | . | . | ?
Cc1cc(C(C)(C)C)cc(S(=O)(=O)NCC(=O)O)c1C | 2.3% | -1.4% | 7.5 | 15.5% | -2.5 | 1.8% | 67.5%[activator]
O=C(O)c1cc(-c2ccco2)nn1-c1ccc(Cl)cc1 | -20.9% | ? | 25.0 | 8.9% | -3.3 | 14.2% | 7.2%
Cc1ccc(NC(=O)COC(=O)COc2ccc(Cl)cc2)c([N+](=O)[O-])c1 | -12.6% | ? | -3.6 | 8.1% | -5.4 | 2.7% | -8.5%
O=C(CNC(=O)c1cccs1)NCC(=O)OCc1ccc(Cl)cc1 | 0.0% | -0.4% | -4.1 | -3.4% | -4.6 | 0.0% | 13.7%
N#Cc1ccc(C23CC4(C2)[C@H](CN(Cc2ccc(-c5ccccc5)cc2)[C@@H]4c2ccccc2)C3c2ccc(Cl)nc2)cc1 (some centres undefined) | -4.3% | -0.6% | -4.7 | ? | -2.9 | -0.1% | ?
N#Cc1cn(CC(=O)NCCc2c[nH]c3ccccc23)c2ccccc12 | -9.5% | -12.1% | -29.1 | ? | -2.6 | -6.7% | 18.9%
CC1=NN(C(=O)CCc2ccccc2O)C(O)(C(F)(F)F)C1 (centres undefined) | 0.8% | 57.7%[activator] | -16.9 | -3.9% | -2.1 | 4.9% | -3.0%
COc1ccc(NC(=O)c2cn(CCC#N)nc2-c2cccs2)cc1 | -7.2% | -24.4% | 2.1 | 7.3% | 5.9 | -2.3% | 30.0%
CC(=O)Nc1ccc(S(=O)(=O)N(C)CC(=O)Nc2ccc(Br)cc2F)cc1 | -1.1% | -11.1% | . | ? | . | . | -9.2%
CC(OC(=O)/C=C/c1ccccc1)C(=O)Nc1ccc2c(c1)OCCO2 (centres undefined) | 0.0% | -2.6% | . | -6.9% | . | . | ?
CCN1CCN(C(=O)c2cc3c(=O)n(C)c4ccccc4c3n2C)CC1 | -0.6% | 17.8% | 14.1 | ? | -4.3 | -1.0% | -6.3%
O=C(COC(=O)C12CC3CC(CC(O)(C3)C1)C2)Nc1ccc(OC(F)F)cc1 | -4.5% | -6.3% | . | 68.9%[activator] | . | . | 48.9%[activator]
Cc1ccc(C)c2c1c1ccccc1n2C | -1.5% | -4.8% | 41.6 | 38.2%[activator] | 19.7* | 1.2% | 7.5%
CCOc1ccc(S(=O)(=O)N2CCN(C(=O)c3ccc(-n4cncn4)c([N+](=O)[O-])c3)CC2)cc1 | 1.0% | 4.8% | . | -13.6% | . | . | ?
CCOc1ccc(-c2nnc(N)o2)cc1 | -2.8% | -21.6% | 44.1 | 37.0%[activator] | 6.9 | -2.9% | .
Cc1nn(C)c(Oc2cccc(C(F)(F)F)c2)c1C#N | -3.9% | -7.7% | 16.3 | -7.9% | -1.2 | -1.7% | 2.4%
CC(NC(=O)COC(=O)c1ccc2c(c1)S(=O)(=O)N=C1CCCCCN12)C12CC3CC(CC(C3)C1)C2 (centres undefined) | -8.2% | 10.0% | 40.4 | 20.2% | 3.8 | 2.7% | 66.1%[activator]
CCC(CC)NC(=O)CCCSc1nc2ccccc2[nH]1 | -5.0% | -17.1% | -10.3 | -0.4% | 12.0 | -6.3% | 9.3%
CCN(CC)S(=O)(=O)c1ccc(OC)c(NC(=O)/C=C/c2ccco2)c1 | ? | -8.9% | -1.7 | -17.3% | -1.6 | 3.4% | -21.9%
CCN(CC)S(=O)(=O)c1ccc(S(=O)(=O)N(CC(=O)Nc2ccccc2)Cc2ccco2)cc1 | -6.1% | -3.0% | 16.6 | -12.6% | -1.2 | 4.7% | 27.6%
Clc1ccc(CN2C3=NCCCN3c3ccccc32)cc1Cl | -2.6% | -13.6% | -3.8 | ? | -5.9 | -0.2% | -7.6%
CCC1(CC)C(=O)NC(=O)NC1=Nc1ccccc1 | -12.2% | 22.8% | 16.1 | -6.8% | 1.8 | -0.5% | -2.5%
CCCCc1c(C)nn(-c2nnc3c4ccccc4n(C)c3n2)c1C | 0.0% | ? | 48.5* | -14.6% | 21.1* | 1.3% | -28.4%

Compound profiles (already shown). Screens in order: TbPYK inhibitor, AMA1-RON2 inh, Shiga inhibitor, Pf growth 48h, Cycloheximide cs, LmPK inhibitor, Pf growth 96h
Entry for O=C(O)c1cc(-c2ccco2)nn1-c1ccc(Cl)cc1 : -20.9%, ?, 25.0, 8.9%, -3.3, 14.2%, 7.2%
Entry for CCCCc1c(C)nn(-c2nnc3c4ccccc4n(C)c3n2)c1C : 0.0%, ?, 48.5*, -14.6%, 21.1*, 1.3%, -28.4%
Entry for Clc1ccc(CN2C3=NCCCN3c3ccccc32)cc1Cl : -2.6%, -13.6%, -3.8, ?, -5.9, -0.2%, -7.6%

Further compounds
canonical_smiles | TbPYK inhibitor | AMA1-RON2 inh | Shiga inhibitor | Pf growth 48h | Cycloheximide cs | LmPK inhibitor | Pf growth 96h
CCN(CC)S(=O)(=O)c1ccc(OC)c(NC(=O)c2ccc(-n3cncn3)c([N+](=O)[O-])c2)c1 | -5.5% | 7.6% | . | ? | . | . | -7.7%
CN1C(=O)COc2c(C(=O)NC3CN4CCC3CC4)cc(Cl)cc21 (centres undefined) | 4.8% | . | 20.0 | 4.8% | -7.2 | -7.6% | 4.78µM*
CN(CCc1ccccn1)C(=O)CCC1CCCN(C(=O)c2cccc(N(C)C)c2)C1 (centres undefined) | -2.1% | 12.2% | -5.1 | 11.6% | -3.3 | 1.0% | 9.3%
O=C(O)c1ccccc1/C=N/Nc1nc(N2CCCCC2)nc(N2CCCCC2)n1 | . | . | 7.9 | -35.6%[5.75 µM] | 8.2 | 4.7% | 15.0%
CN(C)S(=O)(=O)c1ccc(C(=O)Oc2cc(=O)[nH]c3ccccc23)cc1 | -3.3% | -13.3% | -3.8 | 11.5% | -4.0 | -5.5% | 8.28µM*
Cc1nc(-c2ccccc2)cn2c1nc1ccccc12 | 0.5% | 23.5% | -1.4 | 0.1% | 12.4 | 1.0% | -9.3%
O=C(O)c1ccc(CSc2nnc(Cc3ccccc3)o2)cc1 | -8.7% | 3.3% | -7.5 | . | -3.8 | -0.9% | 2.4%
CC(CC(=O)O)CC(=O)Nc1cc(C(F)(F)F)cc(C(F)(F)F)c1 (centres undefined) | -3.8% | 11.8% | -2.4 | ? | 0.9 | 2.1% | -18.2%
O=C(Nc1c2c(nn1-c1ccc(F)cc1)CS(=O)C2)c1ccco1 (centres undefined) | 1.7% | 8.5% | -15.6 | 5.1% | -1.6 | -1.0% | 18.9%
N#Cc1c2ccccc2nc2ccccc12 | 0.9% | -15.2% | -1.8 | -3.6% | 1.5 | 6.4% | 19.9%
COc1ccc(CCN2CC(C(=O)N(C)Cc3ccc4nsnc4c3)CCC2=O)cc1 (centres undefined) | -10.5% | 7.3% | -4.7 | -21.4% | -1.4 | -5.6% | ?
CNC(=S)N1C2CCCC1CC(NC(=O)c1ccc(F)cc1)C2 (centres undefined) | 7.5% | -5.8% | -8.8 | -28.9% | -1.6 | -4.0% | ?
CCN(CC)C(NC(=O)c1ccccc1)C(=O)c1ccccc1 (centres undefined) | -4.3% | 0.1% | 40.4 | 3.8% | 54.6* | 2.0% | 9.9%
COc1ccc(/C=N/Nc2cc(OC)ncn2)cc1 | -16.9% | -16.9% | 96.8* | 212.0%[activator] | 24.5* | ? | -5.5%
O=C1/C(=N\S(=O)(=O)c2cccs2)C([n+]2ccc(CCCc3ccccc3)cc2)=C([O-])c2ccccc21 | -1.2% | -1.2% | 5.2 | 0.37µM* | 8.2 | 1.7% | 1.04µM*
Cc1cc(C)n2cc(CSc3nncn3C)nc2n1 | 3.4% | 7.9% | -9.4 | 5.8% | -2.5 | 1.8% | 20.9%
COc1cc(CN2CCN(C(=O)Cc3ccccc3)CC2)cc(OC)c1OC | 2.8% | -1.3% | -1.6 | 19.5% | 1.2 | -2.4% | -0.2%
CCc1c(O)nc(SCc2ccccc2)n(C(C)CC)c1=O (centres undefined) | 0.1% | -11.8% | 8.5 | -4.4% | -1.6 | -0.7% | -10.2%
COc1ccccc1N1CCN(C2CCCN(C(=O)c3ccnc4ccc(C)cc34)C2)CC1 (centres undefined) | -11.9% | -19.3% | 17.0 | ? | 10.6 | -1.0% | ?
COc1ccc(-c2cc(C(=O)Nc3c(C)nn(Cc4ccccc4Cl)c3C)no2)cc1 | 0.4% | 15.2% | -15.9 | . | -5.9 | 9.7% | 120.6%[activator]
CCC(C(=O)NCCN1CCN(C)CC1)n1c(C)c2cnn(-c3ccccc3)c(=O)c2c1C (centres undefined) | -6.4% | -1.0% | -17.1 | ? | 7.3 | 0.0% | ?
O=C(c1ccc(C(F)(F)F)cc1)N1CCC(=O)N([C@H](COCc2ccc(Cl)cc2)Cc2ccccc2)CC1 | 11.5% | 13.9% | i | . | -3.2 | . | .
O=C1CCCCCN1CP(=O)(O)CN1CCCCCC1=O | -0.1% | 9.4% | -5.4 | 4.1% | -1.5 | 0.1% | 7.6%
Nc1nnc(CCC2CCCCC2)s1 | -5.4% | 32.0%[activator] | -10.6 | -2.3% | -2.9 | 1.8% | .
COc1cccc(N(CC(=O)NC2CCCC2)C(=O)Cn2nnc(-c3ccc(C)cc3)n2)c1 | 1.8% | -14.7% | -4.4 | -15.8% | 8.4 | 1.5% | 13.2%
Cc1ccc(C(=O)OCC(=O)Nc2cc(S(C)(=O)=O)ccc2Cl)cc1S(=O)(=O)N1CCCCC1 | -6.9% | -3.4% | 11.1 | -0.4% | -2.1 | 3.5% | 1.4%
CC(CCN1C(Nc2ccccc2)=NC[C@@H]1C)c1ccccc1 (some centres undefined) | -1.3% | -3.8% | -4.6 | -23.1% | -3.1 | -0.3% | -15.7%
CCS(=O)(=O)c1ccc2oc(SCC(=O)NCCc3ccccc3)nc2c1 | -18.7% | 0.3% | 17.5 | -23.2% | 11.0 | 1.9% | 14.7%
COc1ccc(S(=O)CC(=O)Nc2ccc(Cl)cc2Cl)cc1 (centres undefined) | -6.6% | -0.4% | 9.4 | 13.3% | -2.0 | -1.7% | 44.2%[activator]
CC1CCN(S(=O)(=O)c2ccc(S(=O)(=O)NCC3COCCO3)cc2)CC1 (centres undefined) | 0.4% | -7.4% | -4.9 | -3.5% | -7.9 | 0.8% | .
COc1cc(C(=O)NC(C)c2ccc(-n3ccnc3)cc2)cc(OC)c1C (centres undefined) | 4.3% | -5.4% | 15.4 | 0.0% | 8.1 | 6.9% | ?
O=c1c2cc(N3CCOCC3)ccc2[nH]c(=S)n1CCCN1CCCC1 | -7.1% | 38.2%[activator] | -3.2 | ? | -2.6 | -2.4% | -12.6%
COc1cccc(COc2cc3ccccc3nc2C)c1 | 2.2% | 1.6% | 57.8* | 53.9%[activator] | 16.6* | -3.6% | 69.4%[activator]
CCOC(=O)c1[nH]c(CSc2nnc(-c3ccc(OC)cc3)o2)c(C(=O)OCC)c1C | -5.4% | -7.4% | -6.3 | . | 11.5 | 6.8% | -0.4%
COc1ccc(-n2c(Cc3cccn3C)nnc2SCC(=O)Nc2cccc(C)c2C)cc1 | -9.1% | -0.9% | -4.1 | ? | 5.6 | 0.5% | ?
